Screening results as filed in PubChem.
RXFP1 agonist: RXFP1 (human) receptor agonism | Q9HBX9 | actives 0.3% (n = 370,000) | HEK293T-RXFP1 cAMP TR-FRET, 30 min; response scale: percent of porcine relaxin response, buffer zero | Potency, µM (highest dose often 57.5 µM), for inactives: at the top dose activation, most hits filed as activators | AID 2676; note: potency is the fitted concentration of half-maximal effect; % is set by controls: 0 for no effect and ±100 for the full control effect; nearly all actives have a fitted effect of over 60% in size; many of its hits are not listed in these tables
Target sequence (Q9HBX9 whole entry, looked up): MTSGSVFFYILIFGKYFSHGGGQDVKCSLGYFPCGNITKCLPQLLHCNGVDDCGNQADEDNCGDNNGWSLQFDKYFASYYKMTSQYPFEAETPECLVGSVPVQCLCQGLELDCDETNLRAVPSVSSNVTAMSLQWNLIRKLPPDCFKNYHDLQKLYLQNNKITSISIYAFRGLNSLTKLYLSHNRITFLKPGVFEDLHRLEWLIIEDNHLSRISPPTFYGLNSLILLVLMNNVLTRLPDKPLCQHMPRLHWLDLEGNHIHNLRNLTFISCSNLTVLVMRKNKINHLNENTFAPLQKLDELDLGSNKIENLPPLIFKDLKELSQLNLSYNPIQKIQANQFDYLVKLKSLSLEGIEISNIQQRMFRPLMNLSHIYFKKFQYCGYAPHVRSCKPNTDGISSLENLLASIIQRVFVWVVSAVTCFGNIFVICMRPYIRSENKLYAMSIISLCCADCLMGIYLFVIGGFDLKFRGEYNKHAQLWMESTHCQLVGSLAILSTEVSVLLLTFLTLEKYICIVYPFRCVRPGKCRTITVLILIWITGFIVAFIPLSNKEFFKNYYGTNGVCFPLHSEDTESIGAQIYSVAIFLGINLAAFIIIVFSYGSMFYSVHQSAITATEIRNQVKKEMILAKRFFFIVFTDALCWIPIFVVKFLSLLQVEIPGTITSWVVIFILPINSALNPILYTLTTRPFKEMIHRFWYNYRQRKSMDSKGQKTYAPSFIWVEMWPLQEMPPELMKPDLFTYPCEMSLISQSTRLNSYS
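Agonist response is measured as cAMP accumulation in an RXFP1-transfected HEK293T line under PDE4 inhibition. Values are scaled between buffer-only and 29 nM porcine relaxin, and EC50s come from standard Hill equation fits.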
RXFP1 antagonist: blocks the human relaxin receptor RXFP1 | HEK293-RXFP1, relaxin-stimulated cAMP HTRF, 30 min; hits give low values | Q9HBX9 | AID 1259400 | activity change, negative = inhibition, % at 57.5 µM | actives 0.59% (n = 350,000);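 active = activity change of -60% or lower, but not beyond a set lower limit; inconclusive = change between -60% and -40%, or beyond the set limit; inactive = change above -40%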; note: % is set by controls: 0 for no effect and ±100 for the full control effect
D2 PAM: positively modulates the human D2 dopamine receptor allosterically | HEK293 T-REx D2, calcium flux, EC20 dopamine potentiation | P14416 | actives 0.34% (n = 340,000) | potentiation, % at 10 µM;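 active = potentiation over 3 SD above the plate norm, cut at about 30% in these data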; note: 0% is about no effect
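Tetracycline-induced Hek293 Trex D2 cells, force-coupled to calcium, loaded with no-wash calcium dye. Compound added with 180 s kinetic read for agonism, then EC20 dopamine and a further 180 s read for potentiation.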
Apoferritin bind: candidate novel general anesthetic via apoferritin binding. actives 0.074% (n = 350,000). Potency, µM (top dose mostly 77.5 µM), for the others: top-dose activity change, negative = displacement, actives largely listed as inhibitors. apoferritin/1-aminoanthracene competitive binding, fluorescence. AID 485281; note: potency is the fitted concentration of half-maximal effect; % is set by controls: 0 for no effect and ±100 for the full control effect; nearly all actives have a fitted effect of over 20% in size
Target sequence (P02791 2-175 limits assumed): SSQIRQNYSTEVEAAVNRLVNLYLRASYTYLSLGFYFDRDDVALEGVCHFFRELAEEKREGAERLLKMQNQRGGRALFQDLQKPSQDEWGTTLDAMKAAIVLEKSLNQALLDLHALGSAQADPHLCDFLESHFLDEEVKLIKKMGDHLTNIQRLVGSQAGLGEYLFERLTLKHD
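Concentration-response curves derived by four-parameter Hill fitting of normalized fluorescence, where compounds displaced 1-AMA from 10 uM horse apoferritin following a brief 10 min room-temperature incubation; propofol titration acted as positive control.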
D1 potentiator: enhances dopamine response at the human D1 receptor; P21728; HEK293 TREx D1 cells, calcium flux, dopamine EC20 potentiation; potentiation, % at 10 µM; actives 0.036% (n = 360,000); in the data active = potentiation above about 30%; note: 0% is about no effect
D1 antagonist: antagonists of human D1 dopamine receptor; P21728; HEK293 TREx D1 cells, calcium flux, dopamine EC80; hits give low values; activity change, negative = inhibition, % at 10 µM; actives 3.2% (n = 360,000); AID 504652; in the data active = activity change below about -30%; note: % is set by controls: 0 for no effect and ±100 for the full control effect
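Antagonism measured as reduced calcium response to an EC80 dopamine addition following 180 s compound pre-read; cells were inducible HEK293 Trex D1 plated overnight at 30 C, read kinetically at 1 cycle/sec.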
TRHR agonist: activates the human TRH receptor; TRHR cells, calcium flux fluo-8, FDSS agonist mode; activation, % at 2 µM; actives 0.18% (n = 360,000); in the data active = activation above about 30%; note: 0% is about no effect
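Steps: seed TRHR cells overnight; add fluo-8 no-wash Ca dye, RT 30 min–1.5 h; record 10 s baseline; pin-transfer compounds; monitor fluorescence 1 cycle/s for the agonist window. Calcium increases flag candidate agonists.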
D1 agonist: human D1 receptor agonism; P21728; HEK293 T-REx D1 cells, calcium flux, agonist mode; activation, % at 2 µM; actives 1% (n = 360,000); AID 504660; in the data active = activation above about 30%; note: 0% is about no effect
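Tetracycline-induced HEK293 TREx D1 cells, force-coupled to calcium signalling, were dye-loaded with a no-wash calcium kit. Compound was pin-added after a 10 s baseline. Fluorescence was read kinetically at 1 cycle/s for 180 s, with calcium rises flagged as agonism.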
TRHR PAM: allosterically enhances the human TRH receptor. P34981. TRHR cells, fluo-8 calcium fluorescence, EC20 TRH enhancement. enhancement, % at 2 µM. actives 0.66% (n = 360,000). AID 493056; in the data active = enhancement above about 30%; note: 0% is about no effect
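Enhancer read-out: after compound pinning and an initial kinetic agonist-mode read, an EC20 of TRH (10 nM final) was injected and fluo-8 calcium signal (Ex 480/Em 530) followed at 1 s/cycle for 100 cycles in TRHR-expressing cells.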
* hit, by the source's call; ? = inconclusive; . = no result given; [ ] = another dose, or the depositor's remark. Unless noted, calls come from the whole dose curve; as a rule, active = well fitted curve in the direction sought with a large enough effect; inconclusive = small, poorly fitted or top-dose-only effect, or another doubt; inactive = no such curve, though single readings can be large; an effect the other way counts as inactive or inconclusive. These rows are one share of the data. The share of hits here may be higher or lower than overall.

SMILES	RXFP1 agonist	RXFP1 antagonist	D2 PAM	Apoferritin bind	D1 potentiator	D1 antagonist	TRHR agonist	D1 agonist	TRHR PAM
COc1ccccc1CNC(=O)c1ccc2c(c1)nnn2C1CCCC1	0.8%	.	9	-19%	-2	25	-0.5	3	-3
CC1CCCC/C1=N\NC(=S)Nc1ccccc1 (stereo not drawn)	0.3%	-1	6	?	3	1	-0.1	1	-1
Cc1ccc(CSC2=NCCN2C(=O)C2CC2)cc1	0.1%	-7	0	-10%	-4	3	0.4	1	1
NC(=O)C1(N2CCCCC2)CCN(C(=O)Nc2ccc(F)cc2)CC1	-0.7%	-10	3	0%	-3	-16	1.0	2	-2
COc1ccc(Cn2c(=O)sc3ccccc3c2=O)cc1	0.3%	0	13	-20%	1	11	0.0	5	17
COc1ccc(Cl)cc1S(=O)(=O)n1ccnc1C(C)C	1.1%	.	-3	-9%	.	-11	0.1	4	-14
COc1cccc(N2CCN(CC(=O)Nc3ccnn3C3CCCC3)CC2)c1	-0.8%	-5	3	.	-3	-1	-1.5	7	-4
O=c1cc(-c2ccc(F)cc2)[nH][nH]1	0.9%	-9	7	10%	0	16	0.4	2	-4
NC(=O)c1c(N)sc(=S)n1CC1CCCO1 (stereo not drawn)	1.3%	7	13	-16%	-7	10	0.5	2	-1
COC(=O)c1cc(Br)c(=O)n(CCC2=CCCCC2)c1	1.5%	-23	-9	-11%	2	-10	0.3	1	-2
COc1ccc(CCNc2nc(C)nc3c2oc2ccccc23)cc1OC	0.8%	?	-4	-8%	0	-14	-4.4	8	-1
O=C1C(NS(=O)(=O)c2ccc(Br)cc2)=C(N2CCCCC2)C(=O)c2ccccc21	1.4%	-4	-7	-25%	2	14	-0.6	4	-3
CCOC(=O)c1cnc(-n2nc(C)cc2C)nc1NC1CCCCC1	5.6%	?	-6	?	1	28	1.3	26	-8
Cc1ccc(S(=O)(=O)C2CCCCC2=O)cc1 (stereo not drawn)	-0.7%	-6	8	-8%	-4	2	0.4	2	5
Nc1nc(NC(=O)c2ccccc2Cl)nn1-c1ccccc1	3.2%	-3	2	-7%	3	21	0.6	5	-5
O=C(Nc1ccccc1F)C1CCCN(S(=O)(=O)c2ccccc2)C1 (stereo not drawn)	-2.4%	1	2	-5%	0	4	-0.8	4	3
Cc1ccc(N(C)S(=O)(=O)c2ccc3c(c2)C(C)(C)C(=O)N3C)cc1C	-0.2%	.	-5	-1%	-4	-19	-0.5	5	-4
COC(=O)c1cc2sc(Cl)cc2n1Cc1cc(C)ccc1C	3.8%	-14	7	33%[activator]	-3	-16	0.1	1	-2
O=C(O)CS(=O)CC(=O)NCc1cccc(C(F)(F)F)c1 (stereo not drawn)	-5.5%	-3	-7	-3%	6	-28	0.3	5	4
Cc1ccc(C(=O)OCC(=O)N(CC(C)C)c2c(N)n(Cc3ccccc3)c(=O)[nH]c2=O)s1	-0.6%	-22	10	0%	-15	-2	1.0	3	-4
COc1ccc(CNC(=O)CSc2ccsc2[N+](=O)[O-])cc1	0.2%	5	-6	-18%	-8	-21	-0.3	0	-10
Fc1ccc(-c2cc3nc4c(c(N5CCOCC5)n3n2)CCCC4)cc1	2.6%	-14	3	-11%	-4	-5	-0.4	1	-10
CCN=C1SC(C(=O)Nc2ccc(OCC)cc2)CC(=O)N1CC (stereo not drawn)	-0.9%	-15	9	-6%	-3	-14	0.2	5	4
Cc1ccc(Nc2nnc(SCC(=O)c3cc4ccccc4o3)s2)cc1C	-0.1%	.	-13	-10%	1	18	0.0	0	-3
Cc1nnc(SCC(=O)N2CCCCC2)n1CC1CCCO1 (stereo not drawn)	-0.2%	-7	-5	7%	-7	7	1.0	1	5

A different layout for 5 compounds above.
The line under a structure holds: RXFP1 agonist, RXFP1 antagonist, D2 PAM, Apoferritin bind, D1 potentiator, D1 antagonist, TRHR agonist, D1 agonist, TRHR PAM
> O=C(Nc1ccccc1F)C1CCCN(S(=O)(=O)c2ccccc2)C1 (stereo not drawn)
    -2.4%, 1, 2, -5%, 0, 4, -0.8, 4, 3
> Cc1ccc(Nc2nnc(SCC(=O)c3cc4ccccc4o3)s2)cc1C
    -0.1%, ., -13, -10%, 1, 18, 0.0, 0, -3
> Cc1ccc(S(=O)(=O)C2CCCCC2=O)cc1 (stereo not drawn)
    -0.7%, -6, 8, -8%, -4, 2, 0.4, 2, 5
> CC1CCCC/C1=N\NC(=S)Nc1ccccc1 (stereo not drawn)
    0.3%, -1, 6, ?, 3, 1, -0.1, 1, -1
> COc1cccc(N2CCN(CC(=O)Nc3ccnn3C3CCCC3)CC2)c1
    -0.8%, -5, 3, ., -3, -1, -1.5, 7, -4

(list continues)
SMILES	RXFP1 agonist	RXFP1 antagonist	D2 PAM	Apoferritin bind	D1 potentiator	D1 antagonist	TRHR agonist	D1 agonist	TRHR PAM
CCOc1ccc(C2NC(=O)CCC2[N+](=O)[O-])cc1 (stereo not drawn)	-1.9%	-6	-5	-10%	-3	-1	-0.1	2	-9
CN(C)c1ccc(CNCCC(Cc2ccccc2)c2ccco2)cc1 (stereo not drawn)	5.1%	?	-12	-17%	-7	11	2.5	47*	8
Cc1ccc(S(=O)(=O)c2cnc(-c3ccccc3)nc2N2CCCCC2)cc1	1.7%	8	-3	-21%	1	5	2.3	2	-5
CCOc1ccc(C(=O)Nc2nc3ccccc3[nH]2)cc1OCC	0.9%	-1	-8	?	-7	-12	0.2	3	-2
CNc1nc(SCC(=O)Nc2ccccc2)nc(N2CCOCC2)n1	0.4%	-15	19	0%	6	-6	0.1	2	-3
COc1ccc(CNC(=O)c2cc3c(=O)n4cccc(C)c4nc3s2)cc1	?	-7	23	-12%	0	5	-2.1	-1	12
CCc1nn2c(=O)cc(COC(=O)Cc3ccccc3)nc2s1	2.4%	.	-5	-10%	-3	-4	0.1	3	-2
O=C(CS(=O)CC(=O)N(CC(=O)NC1CCCC1)C1CCCC1)Nc1ccc(F)cc1 (stereo not drawn)	-0.7%	-3	-2	-8%	-3	-7	1.2	1	2
C/C(N)=C(/C#N)C(=O)COC(=O)COc1ccc(Cl)cc1C	-0.8%	1	-1	?	-3	-10	-0.3	5	-10
CSc1nc(SCCO)c2sc3nc(-c4ccco4)c4c(c3c2n1)CC(C)(C)OC4	4.3%	7	-2	?	0	14	-0.4	0	11
Cc1sc2ncnc(NCC(c3ccccc3)N(C)C)c2c1C (stereo not drawn)	3.5%	-11	-16	-1%	8	23	-1.5	2	6
Cc1ccccc1-n1c(SCc2c(C)noc2C)nnc1-c1ccncc1	0.0%	2	0	-5%	-3	-1	1.5	0	0
CCNC(=O)CC1SC(=Nc2ccc(C)cc2)NC1=O (stereo not drawn)	0.3%	2	7	-6%	0	-6	0.0	3	14
Fc1ccc(Nc2cccc3nccnc23)cc1	-0.1%	9	-8	-22%	-4	11	-0.5	0	2
CCn1ccc(C(=O)NC2=C(C#N)CCC2)n1	-0.2%	-3	15	-6%	-12	-19	-0.3	0	3
C=CCc1ccccc1OCCSc1nc(-c2cccs2)nc2cc(=O)[nH]n12	0.2%	-4	-6	31%[activator]	0	-29	-0.4	2	-2
CCOc1ccc(CCNC(=O)CN2C(=O)COc3ccc(S(=O)(=O)N4CCCC4)cc32)cc1	-0.2%	.	-8	?	4	-7	0.8	1	-10
O=C(COC(=O)c1ccccc1NC(=O)c1ccco1)NCc1ccc2c(c1)OCO2	0.5%	-7	3	-24%	-2	-4	0.4	1	-7
Cc1ccc(Nc2cc(C)nc3c(C)ccc([N+](=O)[O-])c23)cc1	-0.6%	-9	2	-13%	-2	0	0.6	1	6
Cc1cc(C)n2c(SCc3ccccc3Cl)nnc2n1	1.2%	4	-3	?	-4	9	-0.3	2	1
CCn1ccc(C(=O)NCc2ccc3c(c2)OCO3)n1	-3.4%	5	-9	-10%	0	1	0.6	2	-4
Cc1ccc(C(=O)Nc2ccc(S(=O)(=O)N3CCN(C)CC3)cc2)o1	0.2%	5	-12	2%	-3	-8	0.0	8	-4
CCNc1nc(C)nc2c1oc1ccccc12	0.4%	-1	-6	-6%	-3	5	0.4	2	-2
Cc1ccc2cc(CCNC(=O)c3ccc4c(c3)OCO4)c(=O)[nH]c2c1C	0.7%	.	4	-7%	-2	-2	-0.5	1	2
COc1ccccc1NC(=O)NCCCl	0.4%	-9	6	1%	-7	-25	0.5	2	1
Further records follow:
SMILES	RXFP1 agonist	RXFP1 antagonist	D2 PAM	Apoferritin bind	D1 potentiator	D1 antagonist	TRHR agonist	D1 agonist	TRHR PAM
CC(=O)OC1CC[C@@]2(C)C(CCC3C2CC(=O)[C@@]2(C)C3CC3CC(C)=CC(=O)C32)C1 (stereo partly drawn)	-3.2%	12	4	-1%	-4	-4	-0.4	0	7
Nc1nonc1-n1nnc(C(=O)N/N=C/c2ccccn2)c1CNc1ccccc1	0.8%	9	-7	-22%	7	-2	0.3	3	-1
COc1cc(/C=C2\NC(=S)N(C)C2=O)ccc1OCc1ccccc1F	3.3%	1	3	2%	-4	-2	0.3	2	4
CC(=O)Nc1ccc(C(=O)N2CCc3cc4c(cc3C2C)OCCCO4)cc1 (stereo not drawn)	-1.0%	.	-6	-5%	-2	-4	-0.2	1	-12
COc1cc(-c2nn3c(-c4ccco4)nnc3s2)cc(OC)c1OC	0.6%	.	6	-4%	-4	-9	0.2	0	-3
O=C(CN1CCC(C(=O)c2cccc(F)c2)CC1)NCc1cccs1	-0.3%	2	4	-6%	-3	0	-0.2	1	0
CCC(=O)NCCNc1nc2cc(C)cc(C)c2cc1C#N	5.6%	11	1	-2%	-1	3	-1.2	4	3
Cc1ccc(N2CN(Cc3cccnc3)CNC2=S)cc1	0.9%	.	0	4%	-2	14	0.4	2	-1
O=C(COC(=O)c1ccccc1SCC(=O)N1CCCC1)Nc1ccc(OC(F)F)cc1	2.8%	-10	0	.	-3	-2	-1.4	7	6
Cn1nccc1NC(=O)NC(=O)c1c(Cl)cccc1Cl	15%	-7	-4	-6%	-7	-3	-0.2	3	6
Cc1[nH]c(C)c(S(=O)(=O)N(C)Cc2ccccc2)c1C(=O)N1CCCC1	0.6%	-2	-2	3%	-2	13	0.2	1	-1
COC(=O)c1cc(OC)c(OC)cc1N1C(=O)CCCC1=O	0.0%	6	10	4%	-7	-6	-0.8	0	-3
Cc1ccc(C(=O)N2CCC3(CC2)Oc2ccc(F)cc2C(=O)C32CC(c3ccc(Cl)cc3)=NO2)s1 (stereo not drawn)	-1.0%	.	8	-5%	-2	-2	0.6	4	2
COc1cccc(Nc2nc3ccccc3nc2-n2nc(C)cc2C)c1	3.2%	.	.	-7%	-2	7	0.5	2	-2
